SUMO Mot1 rescue: yeast Mot1-301 growth rescue at high temperature, primary screen, SUMOylation pathway inhibitor project, S. cerevisiae, ATP luminescence, 38.5C. S. cerevisiae Mot1-301 growth rescue; percent above DMSO median, 100 means doubled. growth rescue, % at 18.8 µM. 1% of 320,000 active. AID 2716, 2010;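 active = every valid replicate shows activation above 250% relative to neutral control wells; inactive = the rest, any valid replicate at or below 250%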;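 also: OY570 slx delta 5 strain wells were the positive control but not used for scaling; some compounds called inactive have numbers as strong as hits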
Ecoli viability: E. coli V3065 growth inhibition, primary screen, counter-screen for AddAB inhibitor project, absorbance, OD600. 18 h. inhibition, % at 11.9 µM. 0.27% of 330,000 active. AID 449728, 2010;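 active = inhibition above the campaign's mean inhibition across all tested compounds plus 3 SD, cut at about 9.9% in these data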;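 also: uninfected addAB+ strain grown without phage in ampicillin broth; 0% = DMSO wells and 100% = ciprofloxacin 0.95 µg/ml wells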
PKA-R1A act: activators of PKA-R1A holoenzyme, primary screen, biochemical, fluorescence polarization, Cy5-IP20, bovine R1A, mouse PKAc; cAMP-dependent protein kinase type I-alpha regulatory subunit (Bos taurus) + …; PKA-R1A dissociation; scaled: DMSO 0%, 113 µM cGMP 100%; 0.083% of 340,000 active; activation, % at 11.4 µM; AID 504707, 2011;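 active = percent activation above the mean of all tested compounds plus 3 SD, cut at about 19% in these data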;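 also: higher means more PKAc released from R1A so a rise in polarization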
Tat export inh: E. coli Tat export inhibitors, primary screen, MC4100, TorA-mCherry reporter, fluorescence, single point. inhibition, % at 10 µM. 0.036% of 340,000 active. AID 488895, 2010;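 active = mean replicate inhibition at least 50% and at least half of replicates individually reaching 50%; inconclusive = only one of the two criteria met; inactive = neither criterion met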;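 also: exported cargo escapes ClpAP degradation while cytoplasmic cargo is degraded and loses fluorescence; 0% = median of neutral control wells and 100% = median of NaSCN control wells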
Pemphigus Ab inh: inhibitors of pemphigus antibody binding to DSG3, primary screen, biochemical, bead-based, flow cytometry, scFv-GFP; 0.48% of 310,000 active; binding (percent of control), % at 10 µM; AID 588358, 2011; Desmoglein-3 (Homo sapiens), P32926; DSG3-coupled beads, scFv-anti-DSG3-GFP binding; active compounds read low;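 active = binding more than 3 SD below its plate's average and above zero; inconclusive = below that plate limit but binding exactly zero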;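 also: hits lower antibody fragment binding to DSG3; some compounds called inactive have numbers as strong as hits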
Target sequence (P32926 whole entry, looked up, the tested form may be a part): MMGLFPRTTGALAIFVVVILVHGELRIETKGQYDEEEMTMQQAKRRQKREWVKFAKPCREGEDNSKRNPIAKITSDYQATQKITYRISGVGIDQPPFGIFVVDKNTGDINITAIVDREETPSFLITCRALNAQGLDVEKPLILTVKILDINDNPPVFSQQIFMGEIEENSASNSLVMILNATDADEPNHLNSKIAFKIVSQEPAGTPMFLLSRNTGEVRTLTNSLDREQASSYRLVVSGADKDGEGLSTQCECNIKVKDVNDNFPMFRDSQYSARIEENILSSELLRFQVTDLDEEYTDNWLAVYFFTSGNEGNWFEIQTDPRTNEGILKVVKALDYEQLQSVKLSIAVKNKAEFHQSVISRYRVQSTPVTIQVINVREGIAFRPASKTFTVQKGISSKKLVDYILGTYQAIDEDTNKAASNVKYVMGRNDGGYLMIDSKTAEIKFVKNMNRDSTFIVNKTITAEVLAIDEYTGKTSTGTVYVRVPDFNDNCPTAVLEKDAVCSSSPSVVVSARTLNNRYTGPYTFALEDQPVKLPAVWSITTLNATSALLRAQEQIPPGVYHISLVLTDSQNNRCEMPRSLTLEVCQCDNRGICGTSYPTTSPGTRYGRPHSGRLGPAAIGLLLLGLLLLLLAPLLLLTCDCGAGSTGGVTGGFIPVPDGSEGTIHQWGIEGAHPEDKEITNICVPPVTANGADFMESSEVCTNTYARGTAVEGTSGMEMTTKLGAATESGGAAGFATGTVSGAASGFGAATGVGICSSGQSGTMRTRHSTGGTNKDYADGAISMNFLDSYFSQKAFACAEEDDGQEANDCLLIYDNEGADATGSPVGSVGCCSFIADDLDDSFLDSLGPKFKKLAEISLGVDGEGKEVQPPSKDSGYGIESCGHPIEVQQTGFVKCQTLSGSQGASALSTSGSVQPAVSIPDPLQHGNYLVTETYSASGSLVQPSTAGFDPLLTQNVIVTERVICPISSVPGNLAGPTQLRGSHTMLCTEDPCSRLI
MOR-DOR inv ag: inverse agonists of MOR-DOR heterodimerization, primary screen, cell-based, luminescence. cell-based MOR-DOR heterodimer luminescence, inverse agonism. inhibition, % at 9.3 µM. 0.21% of 340,000 active. AID 504357, 2011; in the data active = inhibition above about 22%, passing the limit was not always enough;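 also: 0% = cells with DMSO and 100% = wells without cells with DMSO; values of inactives mirror those of a sister screen read the other way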
OPRM1-OPRD1 ag: agonists of OPRM1-OPRD1 heterodimerization, primary screen, cell-based, luminescence. Mu-type opioid receptor (Homo sapiens) + Delta-type opioid receptor (Homo sapiens), …. activation, % at 9.3 µM. cells. AID 504326, 2011. 0.3% of 340,000 active; in the data active = activation above about 18%;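 also: 0% = vehicle-treated cells and 100% = reference agonist; values of inactives mirror those of a sister screen read the other way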
Arr AP2 block: inhibitors of beta-arrestin/AP2 binding, primary screen, biochemical, GPCR trafficking, flow cytometry; beta-arrestin 1 C-terminal peptide binding to AP2 beta2-adaptin appendage (human); FITC-arrestin peptide / GST-AP2 beads; AP2 beta2 appendage carries R879A mutation; inhibition, % at 10 µM; 0.31% of 340,000 active; AID 504490, 2011;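 active = inhibition above a set limit, near 3 SD of compounds lacking own fluorescence, cut at about 54% in these data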;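 also: plate controls were DMSO wells for no effect and 5 µM unlabelled arrestin peptide for full effect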
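Material – GST-tagged AP2 beta2-adaptin appendage (R879A) on 4 µm glutathione beads · Probe or stimulus – fluorescein-tagged arrestin peptide at 50 nM final · Timing – 12 min plus 1 h, RT · Detection – bead flow cytometry, FITC channel · Read-out basis – inhibition as reduced fluorescein signal on beads, percent · Medium – PBS plus Tween 20 (0.05%) and BSA (0.1%)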
AddAB inh: growth inhibition of E. coli expressing H. pylori AddAB, primary screen, AddAB inhibitor project, absorbance. inhibition, % at 11.9 µM. 0.29% of 330,000 active. AID 435030, 2010; in the data active = inhibition above about 12%;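 also: 0% = vehicle wells of infected cells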
PfHsp90 set2: growth inhibition of PfHsp90-expressing yeast, primary screen, antimalarial PfHsp90 inhibitor project, S. cerevisiae, BacTiter-Glo luminescence, single point, set 2. inhibition, % at 9.4 µM. 0.32% of 310,000 active. BacTiter-Glo ATP, 48 h; yeast lacking PDR1 and PDR3 efflux regulators;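 active = every replicate shows inhibition above about 80%, whatever the replicate mean, limit read from the data; inconclusive = mean inhibition reaches the set limit but some replicate falls short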;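 also: 0% = DMSO neutral controls and 100% = 20 µM radicicol positive controls; yeast relying on Plasmodium falciparum Hsp90 in place of its own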
phage Ecoli inh: growth loss of phage-infected E. coli, primary screen, RecBCD inhibitor project, absorbance, with phage, HTS; 0.26% of 360,000 active; inhibition, % at 11.9 µM; AID 651602, 2012; in the data active = inhibition above about 11%
* = called active by the depositor; ? = inconclusive; nt = not tested or not shown; & = joins results of further samples; ! = not confirmed by another sample.

entry	SMILES	Pemphigus Ab inh	OPRM1-OPRD1 ag	PKA-R1A act	PfHsp90 set2	AddAB inh	Ecoli viability	phage Ecoli inh	Arr AP2 block	SUMO Mot1 rescue	Tat export inh	MOR-DOR inv ag
1	COc1ccccc1N1CCN(CCCNc2cc(=O)n(C)c(=O)n2C)CC1	105.3	nt	-0.3	nt	-4.3	-1.5	3.5	nt	-11.3	nt	nt
2	CC(COc1ccccc1)NC(C)C(O)c1ccc(O)cc1 (centres undefined)	98.5	-0.4	-8.2	-7.5	-1.3	0.3	3.5	25.9	-6.9&3.5	1.3	2.0
3	CCN(CC)CCOC(=O)C1(c2ccccc2)CCCC1	120.9	-1.0	-4.8	6.6	-2.1	-2.2	0.7	-4.2	-9.6	-11.8	6.0
4	CC[N+](C)(CC)CCOC(=O)C(O)(c1ccccc1)C1CCCCC1 (centres undefined)	118.7	-2.1	5.9	-6.7	0.6	1.2	3.0	-0.8	10.8	6.6	11.8
5	Oc1ccc(/C=C/c2cc(O)cc(O)c2)cc1	116.5	-0.9	-10.0	14.5	-0.6	-0.4	3.2	-1.4	-4.9	7.8	4.9
6	C[C@]12CCC(=O)C=C1CC[C@@H]1[C@@H]2CC[C@@]2(C)[C@H]1CC[C@]2(O)C(=O)CO	101.3	0.1	5.8	1.3	-0.6	-2.4	2.4	0.8	-4.7&23.1	2.6	-0.3
7	CCOc1ccc(C(=O)OCCN(CC)CC)cc1	99.2	0.4	-6.2	-11.7	7.6	-1.7	1.8	33.3	117.7	-8.1	-2.1
8	Cc1ccc(CN2CCN(Cc3cccc4nccnc34)CC2CCO)cc1 (centres undefined)	98.1	-2.0	-4.3	-20.0	2.5	0.5	-1.2	-11.2	5.2	21.3	10.0
9	CC[n+]1c(C)sc2cc(OC)ccc21	102.3	0.5	0.1	27.9	-0.8	-2.0	5.9	-3.6	-3.8	5.7	-2.1
10	CCCn1cnc2c1c(=O)n(CCCCC(C)=O)c(=O)n2C	104.4	-3.0	6.3	-5.5	2.3	-1.0	2.0	2.5	3.0	3.1	16.0
11	CC(=O)c1ccc2c(c1)N(CCCN(C)C)c1ccccc1S2	106.9	-2.4	-13.6	7.2	nt	nt	2.4	-5.0	nt	-6.9	13.0
12	O=C(NCCc1c[nH]c2ccccc12)c1cccnc1	107.0	-1.5	-3.0	-0.3	-3.5	-1.1	2.7	2.4	279.2	0.1	7.9
13	COc1cc2c(c(OC)c1OC)-c1c(cc3c(c1OC)OCO3)[C@@H](OC(C)=O)[C@H](C)[C@H](C)C2	103.0	-0.9	6.8	nt	2.5	0.3	-0.2	1.5	20.1	-3.8	5.0
14	COc1ccc(C(=O)CC(=O)c2ccc(C(C)(C)C)cc2)cc1	101.3	0.6	3.0	19.3	nt	nt	6.5	-3.7	nt	4.9	-3.1
15	Cc1nc2ccccn2c(=O)c1CCN1CCC(C(=O)c2ccc(F)cc2)CC1	102.1	1.0	-2.2	9.5	1.3	-0.7	1.3	-3.0	427.0*!	0.9	-5.6
16	NC(=O)c1cccc(-c2cc(Nc3ccc(OC(F)(F)F)cc3)ncn2)c1	99.2	0.8	-6.4	nt	-0.1	1.2	2.1	21.4	-1.7	-1.4	-4.5
17	CCOc1ccccc1C(N)=O	102.8	-1.6	-2.8	-16.0	nt	nt	2.4	23.4	nt	-3.0	8.4
18	Cn1c(=O)c2c(ncn2CC2OCCO2)n(C)c1=O	103.2	1.8	-6.3	14.6	1.1	-0.2	0.7	6.5	-3.2	8.5	-8.1
19	C1CCC(C(CC2CCCCN2)C2CCCCC2)CC1 (centres undefined)	107.2	10.6&8.2	-9.7&-0.1	7.8&-10.0	1.6&1.3	1.4&1.8	7.6&3.8	1.0&-0.4	-4.9&6.2	3.6&-0.3	-58.9&-44.5
20	C=C[C@H]1CN2CC[C@H]1C[C@@H]2[C@@H](O)c1ccnc2ccc(OC)cc12	98.7&103.1	0.1&0.9&0.1	-6.3&7.0&-0.9	-0.1&6.0&3.4	-0.8&-0.8	1.7&1.9	2.7&4.7&4.1	-7.2&14.4&-5.0	6.1&-9.1	-10.7&11.2&0.5	-0.3&-5.1&-0.6
21	CC(=O)c1ccc(S(=O)(=O)NC(=O)NC2CCCCC2)cc1	106.9	-1.1	9.1	1.5	-4.0	0.4	2.9	0.1	-8.8	-2.0	6.0
22	CN1CCN(C(c2ccccc2)c2ccccc2)CC1	80.1	-0.6	-6.0	16.0	0.1	-1.9	4.2	-3.5	-33.3	-10.2	3.5
23	CN1CCN(CCC(=O)N2c3ccccc3Sc3ccc(C(F)(F)F)cc32)CC1	99.5	-0.5	-16.7	-6.5	-0.8	-0.2	-1.9	2.8	9.2	3.9	2.6
24	Cc1cc(Nc2cc(N3CCN(C)CC3)nc(Sc3ccc(NC(=O)C4CC4)cc3)n2)n[nH]1	100.6	0.0	-2.8	27.8	2.6	-3.9	1.8	11.3	-2.9	-3.6	0.2
25	CCOc1ccc(NC(=O)Cn2cc(C(=O)c3ccco3)c3ccccc32)cc1	104.8	-1.4	-6.0	nt	12.7*	13.5*	12.2*	-5.5	-8.7	1.7	7.9
26	CC(=O)Nc1ccc(C(=O)O)cc1	101.7	-0.3	-1.1	-1.2	3.0	0.3	1.4	3.0	nt	-0.8	1.8
27	OC(C#CCN1CCCC1)(c1ccccc1)c1ccccc1	nt	-1.8	6.5	-6.2	-0.3	-1.8	1.7	-4.1	108.9	-4.4	9.5
28	Cc1cc(-c2ccccc2)nnc1NCCN1CCOCC1	107.8	-0.4	-6.3	0.9	-0.8	-0.9	1.8	10.8	10.1&-3.7	-4.8	2.1
29	CCCCCCO	104.8	-2.6	-6.2	-10.8	0.2	-1.6	2.3	-0.3	-1.5	1.2	13.9
30	C=CC1=C(C(=O)O)N2C(=O)[C@@H](NC(=O)/C(=N\O)c3csc(N)n3)[C@H]2SC1 (stereo in doubt)	96.6	-1.1	-11.7	-4.1	98.6*	99.0*	99.1*	-1.8	12.2	-0.9	6.0
31	COc1ccc(/C=C/C(=O)Nc2ccccc2C(=O)O)cc1OC	117.8	-0.1	-2.8	22.0	-1.1	0.3	1.2	5.4	121.6	?	0.3
32	O=C(CCN1CCC(c2ccccc2)C1)c1ccc2c(c1)OCCO2 (centres undefined)	109.3	0.1	1.2	20.3	-1.4	0.0	1.9	-2.5	15.8	-8.6	-0.3
33	CC12CCC(CC1)C(C)(C)O2	102.5	-3.9	10.9	15.3	2.7	3.0	0.7	0.7	5.7	1.4	19.5
34	COC(=O)c1ccc(O)cc1	103.9	-1.8	7.5	14.9	nt	nt	0.9	-9.2	nt	-10.9	8.8
35	CC(C(=O)O)c1ccc(C(=O)c2cccs2)cc1 (centres undefined)	87.9	-1.4	0.3	5.8	-2.7	-0.3	-0.2	4.2	13.2	-2.7	7.4
36	CCN(CC)CCNC(=O)c1cc(Cl)c(N)cc1OC	98.5	-0.7	5.1	-11.6	-0.2	-2.1	4.5	5.7	8.4	-6.0	4.0
37	CCCNC(C)C(=O)Nc1c(C)csc1C(=O)OC (centres undefined)	103.0	-0.8	5.7	8.6	-1.1	-0.1	3.2	2.7	12.1	-0.9	4.3
38	O=C(CCNNC(=O)c1ccncc1)NCc1ccccc1	nt	-0.4	-3.4	-13.8	0.6	0.7	2.7	4.5	-18.9	-1.8	2.4
39	COc1ccc(C(=O)NCc2ccc(OCCN(C)C)cc2)cc1OC	99.8	-1.9	-7.5	11.7	-1.8	0.8	3.5	17.5	20.5	-4.0	10.0
40	CC(=O)NC(Cc1ccccc1)C(=O)O (centres undefined)	101.7	-0.4	6.5	1.0	2.4	-1.5	1.1	-3.1	-18.4	-4.6	2.2
41	C=C[C@@H]1CN2CCC1C[C@@H]2[C@@H](O)c1ccnc2ccc(OC)cc12 (some centres undefined)	138.0&109.9	0.4&-0.5	9.2&4.2	13.4&-31.4	-1.1&0.4	3.3&0.7	5.2&2.6	-1.6&2.6	7.0&12.8	-2.3&-3.5	-2.2&2.9
42	CCOC(=O)c1ccc(N)cc1	118.0	-1.4	0.2	4.8	-1.1	-0.3	2.2	6.6	48.5	-12.7	7.8
43	C/C=C(/C)C(=O)O[C@@H]1c2c(ccc3ccc(=O)oc23)OC(C)(C)[C@@H]1OC(=O)/C(C)=C\C	95.9	8.3	-6.8	16.1	-1.0	5.2	4.2	-5.9	-15.0	13.9	-46.5
44	CC1(C)Cc2c(sc(NC(=S)NC(=O)c3ccccc3)c2C(=O)O)CO1	83.8	-3.1	2.1	-29.7	4.5	1.8	3.9	15.4	11.6	0.9	20.1
45	CC(=O)OCC1=C[C@@H]2OC(=O)C3=CO[C@@H](O[C@@H]4O[C@H](CO)[C@@H](O)[C@H](O)[C@H]4O)[C@H]1[C@@H]32	104.7	-2.4	-0.1	nt	1.9	-0.3	-0.6	9.6	-0.1	-11.5	12.9

This is a subset. The share of hits here may be higher or lower than overall.
